# NSD2 inh: NSD2 (human) methyltransferase inhibition | NSD2 peptide methylation, AlphaScreen, 120 min | inhibition, % at 12.5 µM | hit rate 0.54% among 310,000 | AID 743445; in the data active means inhibition above about 50%
# SR-BI uptake up: enhances SR-BI lipid uptake from DiI-HDL. CHO ldlA[mSR-BI] cells, DiI-HDL uptake fluorescence, 3 h; 100 = double the neutral-control signal. activation, % at 12.5 µM. hit rate 0.096% among 320,000. AID 504775;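 active means mean replicate activation of at least 60% and every replicate at or above 60%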;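 further: 0% = median plate neutral-control signal and 100% = twice that signal; values of inactives mirror those of a sister screen read the other way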
#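 System: CHO ldlA[mSR-BI] cells / Medium: HEPES-buffered (25 mM, pH 7.4) F12 plus 0.5% BSA / Probe or stimulus: labelled HDL, 10 µg/mL / Doses: single compound concentration, delivered by pin transfer / Schedule: 3 h, 37 °C / Measured by: DiI fluorescence, bottom read / Measure: cell-associated DiI fluorescence as measure of HDL uptake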
# CDK5 inh: CDK5/p35 (human) kinase inhibition; Recombinant CDK5/p35, ADP-Glo luminescence, 60 min; AID 488839; inhibition, % at 10 µM; hit rate 0.01% among 330,000; Q00535+Q15078;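 active means highest replicate inhibition of at least 50% and at least 75% of replicates reaching 50%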;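 further: plate controls were DMSO neutral control for no effect and GW8510 at 10 µM for full effect; many of its hits are not listed in these tables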
# PKA-R1A activ: activates the PKA-R1A holoenzyme complex | hit rate 0.083% among 340,000 | PKA-R1A dissociation, Cy5-IP20 fluorescence polarization; scaled: DMSO 0%, 113 µM cGMP 100% | AID 504707 | activation, % at 11.4 µM;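 active means percent activation above the mean of all tested compounds plus 3 SD, cut at about 19% in these data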;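 further: higher means more PKAc released from R1A so a rise in polarization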
# Mot1-301 SUMO: blocks SUMOylation pathway, rescuing yeast Mot1-301 growth; S. cerevisiae Mot1-301 growth rescue, ATP luminescence, 38.5C; percent above DMSO median, 100 means doubled; growth rescue, % at 18.8 µM; hit rate 1% among 320,000;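 active means every valid replicate shows activation above 250% relative to neutral control wells; inactive means the rest, any valid replicate at or below 250%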;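 further: OY570 slx delta 5 strain wells were the positive control but not used for scaling; some compounds called inactive have numbers as strong as hits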
# MITF TRPM1 HTS: MITF TRPM1 promoter activation in melanoma cells. activation, % at 12.5 µM. SK-MEL-5 TRPM1-promoter luciferase, 24 h; % of positive control, neutral wells = 0. hit rate 0.75% among 300,000;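 active means mean activation of at least 80% with every replicate also reaching 80%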;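 further: 0% = neutral control wells and 100% = parthenolide positive control wells; values of inactives mirror those of a sister screen read the other way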
# dFosB activator: enhances mouse delta FosB homodimer DNA binding; purified delta FosB, TAMRA-CDK5 oligo fluorescence polarization; percent of positive-control signal above neutral wells; activation, % at 25 µM; hit rate 0.99% among 340,000; AID 493131;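 active means mean activation above about 17%, with every replicate also reaching it, limit read from the data, passing the limit was not always enough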;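 further: fluorescence polarization rise as delta FosB binds a TAMRA Cdk5 AP-1 oligo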
# Arrestin-AP2 inh: blocks beta-arrestin peptide binding to AP2 adaptin | FITC-arrestin peptide / GST-AP2 beads, flow cytometry; AP2 beta2 appendage carries R879A mutation | inhibition, % at 10 µM | hit rate 0.31% among 340,000 | AID 504490;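 active means inhibition above a set limit, near 3 SD of compounds lacking own fluorescence, cut at about 54% in these data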;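 further: plate controls were DMSO wells for no effect and 5 µM unlabelled arrestin peptide for full effect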
#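 Material – GST-tagged AP2 beta2-adaptin appendage (R879A) on 4 µm glutathione beads · Probe or stimulus – fluorescein-tagged arrestin peptide at 50 nM final · Timing – 12 min plus 1 h, RT · Detection – bead flow cytometry, FITC channel · Read-out basis – inhibition as reduced fluorescein signal on beads, percent · Medium – PBS plus Tween 20 (0.05%) and BSA (0.1%)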
# SR-BI DiI inh: inhibitors of mouse SR-BI mediated HDL lipid uptake; Q61009; ldlA[mSR-BI] CHO cells, DiI-HDL uptake fluorescence, 3 h; inhibition, % at 12.5 µM; hit rate 0.96% among 320,000;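 active means mean replicate inhibition of at least 70% and a set share of replicates each scoring 70 or more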;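 further: 0% = median of neutral control wells and 100% = median of positive control wells; values of inactives mirror those of a sister screen read the other way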
# Target sequence (Q61009 whole entry, looked up): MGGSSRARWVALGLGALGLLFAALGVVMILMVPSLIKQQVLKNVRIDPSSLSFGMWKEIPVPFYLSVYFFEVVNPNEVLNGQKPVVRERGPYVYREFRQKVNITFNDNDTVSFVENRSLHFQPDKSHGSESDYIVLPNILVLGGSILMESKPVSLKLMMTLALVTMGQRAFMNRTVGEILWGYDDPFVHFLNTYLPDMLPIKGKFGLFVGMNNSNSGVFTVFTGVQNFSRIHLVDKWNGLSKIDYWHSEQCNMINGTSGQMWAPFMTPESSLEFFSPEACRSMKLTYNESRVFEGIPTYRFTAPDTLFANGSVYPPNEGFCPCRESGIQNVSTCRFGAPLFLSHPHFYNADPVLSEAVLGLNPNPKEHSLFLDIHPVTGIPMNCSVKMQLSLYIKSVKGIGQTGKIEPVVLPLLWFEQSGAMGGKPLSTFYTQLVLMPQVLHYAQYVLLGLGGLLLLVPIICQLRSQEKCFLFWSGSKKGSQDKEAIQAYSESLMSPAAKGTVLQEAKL
# DSG3 Ab inh: human desmoglein-3 autoantibody binding inhibition; hit rate 0.48% among 310,000; P32926; AID 588358; DSG3-coupled beads, scFv-anti-DSG3-GFP binding, flow cytometry; active compounds read low; binding (percent of control), % at 10 µM;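 active means binding more than 3 SD below its plate's average and above zero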;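 further: hits lower antibody fragment binding to DSG3; some compounds called inactive have numbers as strong as hits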
# PKA-R2B act: activates the human PKA-R2B holoenzyme complex; P22694+P31323; PKA-R2B holoenzyme dissociation, Cy5-IP20 fluorescence polarization; R2B truncated from residue 108, S112A mutant; 0% DMSO only, 100% 113 µM cGMP; activation, % at 11.4 µM; hit rate 0.079% among 340,000;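 active means activation above a cutoff set at the mean over all compounds plus 3 SD, cut at about 18% in these data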;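 further: higher means more holoenzyme dissociation and a rise in polarization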
# Target sequence (P31323 whole entry, looked up, other chains not shown, the tested form may be a part): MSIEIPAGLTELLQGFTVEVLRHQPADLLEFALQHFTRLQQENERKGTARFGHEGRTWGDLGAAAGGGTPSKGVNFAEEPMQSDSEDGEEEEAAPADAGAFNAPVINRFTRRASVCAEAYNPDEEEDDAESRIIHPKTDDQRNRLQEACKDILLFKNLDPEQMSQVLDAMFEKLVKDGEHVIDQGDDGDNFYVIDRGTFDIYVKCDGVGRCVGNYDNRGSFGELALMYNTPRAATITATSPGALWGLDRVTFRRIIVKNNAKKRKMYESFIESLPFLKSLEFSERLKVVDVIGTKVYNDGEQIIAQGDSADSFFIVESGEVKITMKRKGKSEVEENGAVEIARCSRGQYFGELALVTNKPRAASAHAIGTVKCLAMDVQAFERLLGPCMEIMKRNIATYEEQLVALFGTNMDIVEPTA
# Active calls of the source: *; x = no result given.
SMILES,NSD2 inh,SR-BI uptake up,CDK5 inh,PKA-R1A activ,Mot1-301 SUMO,MITF TRPM1 HTS,dFosB activator,Arrestin-AP2 inh,SR-BI DiI inh,DSG3 Ab inh,PKA-R2B act
O=C(COc1ccc(Br)cc1Cl)NC1CCCCC1,x,41,0.9,-3,-7,88*,-5,6,-41,94,-16
O=C(CSc1nc2ccc(Cl)cc2[nH]1)c1c[nH]c2ccccc12,-1,13,1.4,1,288,-4,16,-4,-13,x,-9
CN(C)C(=S)Nc1nc2ccccc2s1,-1,16,0.9,-2,x,25,-14,35,-16,92,5
CCOC(=O)c1[nH]c2ccc(F)cc2c1N=C(C)N(CC)CC,1,9,0.1,3,-2,-6,-8,-15,-9,111,-7
CCCc1cc(=O)[nH]c2nnc(SCC(=O)N3CC(C)OC(C)C3)n12 (configuration not stated),-2,18,0.0,11,122,11,-6,-1,-18,105,1
CCOc1ccccc1N1CCN(CC(=O)Nc2nnc(CC)s2)CC1,-2,-36,0.0,-8,216,-6,4,18,36,90,-8
O=C(NCc1ccco1)c1cc([N+](=O)[O-])ccc1Cl,0,6,-0.9,8,15,1,-2,11,-6,x,-2
O=C(NCC(c1cccs1)N1CCOCC1)c1cc(S(=O)(=O)N2CCOCC2)ccc1F (configuration not stated),-3,6,2.1,9,-4,-1,2,-2,-6,106,5
COc1cc(O)c(C(CCN2CCCCC2)c2ccc(N(C)C)cc2)c(OC)c1 (configuration not stated),x,25,0.6,3,-6,19,-10,3,-25,99,1
CC(=O)Nc1ccc(S(=O)(=O)N2CCN(CC3CC4C=CC3C4)CC2)cc1 (configuration not stated),5,29,4.9,-3,-17,3,-5,-28,-29,90,6

# Reprinted from the part before: four entries; new compounds follow.
SMILES,NSD2 inh,SR-BI uptake up,CDK5 inh,PKA-R1A activ,Mot1-301 SUMO,MITF TRPM1 HTS,dFosB activator,Arrestin-AP2 inh,SR-BI DiI inh,DSG3 Ab inh,PKA-R2B act
O=C(NCc1ccco1)c1cc([N+](=O)[O-])ccc1Cl,0,6,-0.9,8,15,1,-2,11,-6,x,-2
O=C(NCC(c1cccs1)N1CCOCC1)c1cc(S(=O)(=O)N2CCOCC2)ccc1F (configuration not stated),-3,6,2.1,9,-4,-1,2,-2,-6,106,5
COc1cc(O)c(C(CCN2CCCCC2)c2ccc(N(C)C)cc2)c(OC)c1 (configuration not stated),x,25,0.6,3,-6,19,-10,3,-25,99,1
CC(=O)Nc1ccc(S(=O)(=O)N2CCN(CC3CC4C=CC3C4)CC2)cc1 (configuration not stated),5,29,4.9,-3,-17,3,-5,-28,-29,90,6
CCOc1cc(/C=N/Nc2ccc(C(=O)O)cc2)ccc1OC(=O)c1ccccc1C,5,x,-0.5,-18,99,31,-3,3,x,93,-4
COc1ccc(S(=O)(=O)N(Cc2nc3ccccc3c(=O)[nH]2)C2CCCC2)cc1,0,-20,0.2,9,2,x,-6,-13,20,99,-1
CC(C)Sc1oc(-c2ccco2)nc1S(=O)(=O)c1ccccc1,35,2,1.7,-5,-3,10,-5,12,-2,83,-17
COc1ccc(CN(C)Cc2nc(Cc3cccc(F)c3)no2)c2cccnc12,-1,-3,-0.5,1,3,-1,1,31,3,104,-3
O=C(CCn1c(=O)oc2ccccc21)Nc1cccc(Br)c1,15,18,-0.8,-7,-1,3,-4,-5,-18,x,0
COC(=O)C1=C(C)NC(=O)CC1c1cc(Br)ccc1F (configuration not stated),-1,17,0.2,-11,282,-7,-2,1,-17,101,-3
Cc1ccc(Cl)cc1NC(=O)c1cc(S(=O)(=O)N2CCOCC2)cn1C,x,-21,-0.8,-11,9,x,-12,17,21,95,9
O=C(Nc1cnc2sc3c(n2c1=O)CCCC3)c1ccc(F)cc1,-4,-12,1.2,3,1,56,1,9,12,108,-9
COc1ccc(NS(=O)(=O)c2cccc(C(=O)N3CCN(Cc4ccc5c(c4)OCO5)CC3)c2)cc1,9,-35,0.4,-12,-21,-15,-12,6,35,89,4
CCN(c1ccccc1)S(=O)(=O)c1csc(C(N)=O)c1,-1,5,-0.2,7,8,-5,-5,1,-5,111,5
Cn1c(N)c(-c2ccccc2)c2ccc([N+](=O)[O-])cc2c1=O,0,-24,-1.6,13,-29,7,-6,19,24,116,2
Cc1ccc(C)c(NC(=O)COC(=O)c2ccc3c(c2)OCCO3)c1,-4,10,-0.6,7,110,7,33*,12,-10,97,4
O=C(CSc1nnc(CNc2ccccc2)o1)N1CCN(C(=O)c2ccco2)CC1,1,-12,1.5,-12,-6,-2,-6,15,12,108,-8
Cc1cc(C)n(-c2nnc(C)n2/N=C/c2cc(Br)ccc2OCc2ccccc2)n1,-4,-12,1.7,6,-5,36,-10,8,12,114,-7
CC(=O)C1=NN(c2ccccc2)C(c2cccs2)N1c1ccc(N(C)C)cc1 (configuration not stated),4,23,-2.4,-14,-5,-12,-5,3,-23,102,-5
CCN(C(=O)/C=C/c1ccc2c(c1)OCO2)c1ccccc1,62*,7,-2.2,-7,-1,29,-8,2,-7,x,-8
CCC(C(=O)NC1CCCC1)n1c(SCc2cccc(C)c2)nc2ccncc21 (configuration not stated),x,4,-0.7,1,76,x,-7,34,-4,101,4
O=C(Nc1ccc(S(=O)(=O)NCC2CCCO2)cc1)c1ccc(Cl)cc1[N+](=O)[O-] (configuration not stated),1,-44,1.1,6,-5,-10,13,46,44,99,4
Cc1ccc2c(CC(=O)NCc3ccc4c(c3)OCO4)coc2c1,-4,23,-0.2,-13,549,14,-4,9,-23,113,-3
COc1ccc(-c2cc(C(F)(F)F)nc(S(=O)(=O)CCCC(=O)Nc3cc(C)on3)n2)cc1OC,-8,8,1.3,-2,x,-41,-5,15,-8,x,-2
Nc1ncc(CCN2CCOCC2)c(-c2ccc(F)cc2)n1,6,16,0.0,-12,1,-2,4,-4,-16,130,-6
O=S(=O)(c1cccc(C(F)(F)F)c1)N1CCN(S(=O)(=O)c2ccc3c(c2)OCCO3)CC1,x,20,-0.6,5,4,-3,-2,-2,-20,101,1
O=C(NCc1ccc(F)cc1)c1cc(S(=O)(=O)N2CCCCC2)ccc1N1CCOCC1,-4,32,0.9,7,x,-6,-12,6,-32,112,-5
CC1CCCCN1c1ccc(N)cc1C(N)=O (configuration not stated),1,17,0.1,4,627,1,-9,-4,-17,90,-15
COc1ccc(NC(=O)CN2c3cccc4cccc(c34)S2(=O)=O)c(OC)c1,x,-25,0.8,3,-10,-12,-2,1,25,95,6
O=C(O)c1ccccc1OC(C(=O)Nc1cc(Cl)cc(Cl)c1)c1ccccc1 (configuration not stated),0,x,-2.6,-4,16,-18,36*,18,x,88,-7
CCOC(=O)C1=CN2CCCC[C@@H]2CC1=O,x,-10,-0.8,0,8,-3,6,-2,10,108,-2
Nc1nc(SCC(=O)Nc2ccc(F)cc2)[nH]c(=O)c1NC(=O)c1ccc(F)c(F)c1,x,26,3.6,7,50,6,27*,0,-26,103,3
Cc1ccc(/C=C(/C#N)C(=O)NC(=O)Oc2ccccc2)cc1,1,10,-1.2,8,-5,4,-1,8,-10,82,7
O=C(Cn1ccn(-c2ccc(F)c(Cl)c2)c(=O)c1=O)NCCc1ccccc1,-1,20,2.1,-13,-10,-7,6,28,-20,101,-18
O=C(CSc1nc2ccccc2s1)NNC(=S)Nc1ccccc1,0,-3,3.4,-6,10,-2,-7,5,3,83,0
CC1CC(C)CN(c2ccc(C(=O)NCc3ccc4c(c3)OCO4)cc2[N+](=O)[O-])C1 (configuration not stated),2,-33,-0.1,-8,4,9,-1,9,33,121,7
COc1ccc(/C=C2\CCC(C3CCCC3)C2=O)cc1OC (configuration not stated),-2,9,0.9,-16,0,74,-4,-4,-9,107,-7
COc1ccc(N(CC(=O)NC2CCCCC2)C(=O)CCC(=O)Nc2nc(C)cs2)cc1,2,-4,-1.1,4,27,-17,-3,0,4,92,-5
NC(=O)COC(=O)c1ccc(S(=O)(=O)NCc2ccco2)cc1,0,-7,-4.9,-11,-4,3,-10,7,7,99,-8
COc1cc(CCC(=O)OCC(=O)Nc2c(Cl)cccc2Cl)cc(OC)c1OC,-1,10,1.1,4,-16,-13,-8,-2,-10,x,-3
C=CCOc1ccc(/C(O)=C2/C(=O)C(=O)N(CCCN3CCOCC3)C2c2ccc(OC)cc2)cc1 (configuration not stated),3,-9,-0.1,-10,-24,0,1,2,9,96,2
Cc1c(N2C(=O)/C(=C3\C(=O)N(CC(=O)O)c4ccccc43)SC2=S)c(=O)n(-c2ccccc2)n1C,-1,x,1.1,-7,-16,-8,-2,36,x,101,-6
Cc1sc(NC(=O)C2=COCCO2)c(C(N)=O)c1C,-4,-3,-0.6,-10,2,26,3,4,3,102,-10

# Ordered by count of non-hydrogen atoms (low to high): part of the list above.
SMILES,NSD2 inh,SR-BI uptake up,CDK5 inh,PKA-R1A activ,Mot1-301 SUMO,MITF TRPM1 HTS,dFosB activator,Arrestin-AP2 inh,SR-BI DiI inh,DSG3 Ab inh,PKA-R2B act
Cc1sc(NC(=O)C2=COCCO2)c(C(N)=O)c1C,-4,-3,-0.6,-10,2,26,3,4,3,102,-10
O=C(CSc1nc2ccccc2s1)NNC(=S)Nc1ccccc1,0,-3,3.4,-6,10,-2,-7,5,3,83,0
COc1cc(CCC(=O)OCC(=O)Nc2c(Cl)cccc2Cl)cc(OC)c1OC,-1,10,1.1,4,-16,-13,-8,-2,-10,x,-3
CC1CC(C)CN(c2ccc(C(=O)NCc3ccc4c(c3)OCO4)cc2[N+](=O)[O-])C1 (configuration not stated),2,-33,-0.1,-8,4,9,-1,9,33,121,7
COc1ccc(N(CC(=O)NC2CCCCC2)C(=O)CCC(=O)Nc2nc(C)cs2)cc1,2,-4,-1.1,4,27,-17,-3,0,4,92,-5
